# Mtb UGM inh: Mtb UDP-galactopyranose mutase inhibition | P9WIQ1 | purified UGM, fluorescence polarization probe displacement | inhibition, % at 10 µM | actives 0.06% (n = 320,000); in the data active = inhibition above about 10%, passing the limit was not always enough
# BioA inh: blocks M. tuberculosis BioA enzyme activity | purified M. tuberculosis BioA enzyme, plate reader | inhibition, % at 9.99 µM | actives 0.096% (n = 360,000) | AID 602481; in the data active = inhibition above about 40%
# Mtb FBA inh: inhibitors of M. tuberculosis fructose-bisphosphate aldolase; actives 2.3% (n = 360,000); AID 588726; P9WQA3; inhibition, % at 1 µM; purified M. tuberculosis FBA, fluorescence read-out; in the data active = inhibition above about 27%;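 also: 0% = vehicle and 100% = reference inhibitor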
# Target sequence (P9WQA3 whole entry, looked up): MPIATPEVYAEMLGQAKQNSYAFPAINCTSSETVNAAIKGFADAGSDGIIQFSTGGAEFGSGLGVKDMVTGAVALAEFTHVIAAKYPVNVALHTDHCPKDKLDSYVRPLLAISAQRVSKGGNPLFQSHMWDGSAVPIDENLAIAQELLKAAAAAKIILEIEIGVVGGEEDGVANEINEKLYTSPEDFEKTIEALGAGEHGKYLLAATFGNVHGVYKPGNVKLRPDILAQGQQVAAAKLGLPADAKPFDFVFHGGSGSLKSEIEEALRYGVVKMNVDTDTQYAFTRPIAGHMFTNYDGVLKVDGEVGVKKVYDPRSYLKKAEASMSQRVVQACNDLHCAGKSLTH
# VHR inh abs: inhibitors of human VHR1 phosphatase (DUSP3). P51452. recombinant VHR phosphatase, pNPP absorbance. inhibition, % at 13.3 µM. actives 0.52% (n = 290,000). AID 1654; in the data active = inhibition above about 50%; also: some compounds called inactive have numbers as strong as hits
# Target sequence (P51452 whole entry, looked up): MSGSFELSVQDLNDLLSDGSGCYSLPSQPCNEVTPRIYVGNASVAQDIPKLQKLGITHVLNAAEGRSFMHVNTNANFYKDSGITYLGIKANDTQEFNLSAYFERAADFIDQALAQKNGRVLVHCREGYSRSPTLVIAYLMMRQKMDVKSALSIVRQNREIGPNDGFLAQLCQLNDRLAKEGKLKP
# Rv3671c protease: inhibits the M. tuberculosis serine protease Rv3671c. P9WHR9. inhibition, % at 5.96 µM. actives 0.048% (n = 320,000); in the data active = inhibition above about 38%;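 also: extracellular domain of Rv3671c used as enzyme; 0% = enzyme with DMSO and 100% = no enzyme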
# Target sequence (P9WHR9 whole entry, looked up, the tested form may be a part): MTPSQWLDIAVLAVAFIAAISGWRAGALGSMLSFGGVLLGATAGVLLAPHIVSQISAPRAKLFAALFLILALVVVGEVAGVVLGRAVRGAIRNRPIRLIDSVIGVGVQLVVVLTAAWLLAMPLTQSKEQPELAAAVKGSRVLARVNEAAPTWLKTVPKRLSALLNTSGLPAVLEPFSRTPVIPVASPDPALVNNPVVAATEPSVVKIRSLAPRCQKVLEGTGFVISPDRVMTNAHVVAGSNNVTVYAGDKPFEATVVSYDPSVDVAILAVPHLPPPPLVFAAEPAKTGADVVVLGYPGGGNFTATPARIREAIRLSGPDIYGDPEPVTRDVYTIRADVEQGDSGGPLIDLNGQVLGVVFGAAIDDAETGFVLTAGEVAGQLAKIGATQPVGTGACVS
# GDH-TPI counter: counter-screen for M. tuberculosis FBA inhibitors: GDH-TPI coupled enzymes | inhibition, % at 4.8 µM | AID 588335 | actives 1.2% (n = 360,000) | GDH-TPI coupled enzyme counterscreen, NADH absorbance; in the data active = inhibition above about 30%;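 also: 0% = DMSO wells and 100% = wells lacking the enzyme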
# PriA SSB inh: blocks PriA binding to SSB C-terminal tail; actives 0.6% (n = 430,000); AlphaScreen SSBct-PriA binding, biotinylated peptide; inhibition, % at 33 µM; in the data active = inhibition mostly above about 37%, no sharp cut-off; inactive = mostly below about 20%;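 also: plate controls were negative control peptide for no effect and reference peptide for full effect; strong numbers were not always called active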
# Vc quorum ag: induces V. cholerae light production without autoinducers | actives 0.16% (n = 350,000) | activation, % at 18.7 µM | AID 588436 | V. cholerae BH1578 lux reporter, luminescence, 6 h; in the data active = activation mostly above about 9.7%, no sharp cut-off; also: not every result past the cut was called active; inactives centre near 0; reference of the scale not given here
# MazEF act: activators of E. coli MazEF toxin-antitoxin RNase. P0AE70. actives 0.32% (n = 350,000). activation, % at 20 µM. FAM/BHQ RNA-DNA oligo cleavage fluorescence, 5 h; in the data active = activation above about 50%
# Target sequence (P0AE70 whole entry, looked up): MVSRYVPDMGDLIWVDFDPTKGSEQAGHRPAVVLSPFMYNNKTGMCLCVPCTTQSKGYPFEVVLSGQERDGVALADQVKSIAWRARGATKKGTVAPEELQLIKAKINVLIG
# 3CLpro inhibitor: SARS-CoV 3CLpro protease inhibition; recombinant SARS-CoV 3CLpro, quenched FRET peptide cleavage; inhibition, % at 6 µM; actives 0.14% (n = 290,000); AID 1706; in the data active = inhibition above about 12%
# * marks the source's active call; other numbers are inactive results; i = inactive; nt = no result given; & = joins results of further samples. Some of the compounds tested; count on the stated rates, not on these rows.
compound,Mtb FBA inh,MazEF act,PriA SSB inh,BioA inh,Rv3671c protease,Vc quorum ag,3CLpro inhibitor,GDH-TPI counter,Mtb UGM inh,VHR inh abs
Cc1cccc(C)c1N1C(=O)[C@@H]2C(c3ccccc3Cl)=NO[C@@H]2C1=O,0,1,-12,nt,1,-0.6,2,-8,-0.6,12
Cc1cccc(/N=C/c2c(O)n(Cc3ccc4c(c3)OCO4)c(=O)c3ccccc23)n1,2,-2,nt,nt,-7,i,5,5,-1.3,20
Cc1nc(C(F)(F)F)ccc1C(=O)Nc1ccc(C(F)(F)F)cn1,1,9,-6,-1.3,6,-0.3,6,9,1.8,13
COc1cccc(C(=O)C2CCCN(Cc3cccn3-c3cccnc3)C2)c1 (configuration not stated),-5,3,10,nt,-11,-0.5,-1,2,1.0,13
O=C(CNc1ccc(Br)cc1)NNC1=NCCC1,0,7,-4,0.3,5,0.1,1,2,nt,-14
O=C(Nc1c2c(nn1-c1ccccc1)CS(=O)(=O)C2)C1CC1,0,1,nt,0.4,nt,-0.4,nt,-3,nt,nt
O=[N+]([O-])c1ccccc1CNCCO,4,0,-10,-1.1,-9,-0.9,nt,4,0.6,nt
CC(=O)Nc1c2c(nn1-c1ccccc1)CSC2,-1,2,1,-2.0,-9,i,-3,7,0.2,-32
COc1ccc(-c2coc3cc4oc(=O)cc(C)c4cc23)cc1F,4,31,-21,-2.9,0,-0.6,6,14,-2.0,-8
Cc1cc(Cl)ccc1NC(=O)NC1CCN(S(=O)(=O)c2ccc(F)cc2)CC1,3,-1,-6,0.3,2,nt,11,-3,3.9,-24
Cc1ccn2c(=O)c(NC(=O)c3ccc4c(c3)OCO4)c(C)nc2c1,0,1,nt,-1.9,nt,i,nt,31*,nt,nt
O=C(NC1(C(F)(F)F)NC(=O)N(c2ccc(F)cc2)C1=O)c1cccs1 (configuration not stated),0,8,-6,nt,-5,-0.3,2,-3,0.3,-2
CCN(C(=O)CSc1nc2ccccc2c(=O)n1C(C)COC)C1CCS(=O)(=O)C1 (configuration not stated),-2,0,3,-2.0,8,-0.4,0,-6,3.1,10
c1ccc2[nH]c(CCNC3CCCCC3)nc2c1,3,11,-15,-4.8,2,-3.1,-6,-3,-0.9,7
O=C(COC(=O)CC(c1ccccc1)c1ccccc1)NCc1ccccc1,5,3,-19,nt,-5,-0.1,-1,3,1.6,8
Cc1ccc(Cl)c(OCC(=O)Nc2ccccc2C(=O)NC2CC2)c1,1,-22,-12,-1.6,-3,-0.4,4,2,-3.4,12
CCCn1c2c(c(O)c(C(=O)Nc3ccccc3)c1=O)CCCC2,0,-8,-13,-1.3,-6,0.1,-1,11,-1.3,0
O=C(N/N=C/c1ccncc1)/C(=C/c1ccccc1)NC(=O)c1ccccc1,-3,8,nt,-0.3,4,-0.6,0,11,0.4,6
COCCNC(=O)c1onc(CSc2cccc(OC)c2)c1C(=O)O,2,2,-10,-0.6,-2,-0.4,-1,1,-0.3,7
O=S(=O)(c1ccccc1S(=O)(=O)N1CCCCC1)N1CCCCC1,2,-13,-10,1.2,0,-0.9,-1,0,-3.6,21
O=C(NCc1cccnc1)c1ccc(NS(=O)(=O)c2ccccc2)cc1,-1,5,-3,0.4,0,-0.5,2,-10,1.0,14
Cc1ccc2[nH]c(C)c(CC(=O)NCc3ccccc3)c2c1,-4,5,-4,0.0,-1,i,2,8,2.3,24
O=C(Nc1ccnc(-c2ccncc2)n1)C1CC1,1,11,-3,nt,12,-0.2,-5,1,0.5,24
C=CCc1cc(Cl)ccc1OCCCNCCO,4,4,17,nt,-3,-0.1,0,5,3.4,16
CC(C)CN1CCN(Cc2ccc3ncccc3c2)CC1CCO (configuration not stated),1,6,13,1.3,7,8.5,1,-6,0.8,4
FC(F)(F)C12CC(c3ccccc3)=NCCN1CCN2 (configuration not stated),1,-38,-11,-2.0,1,-0.3,-4,0,-2.8,23
COCCn1c(=NC(=O)CCS(=O)(=O)c2ccccc2)sc2c(OC)ccc(OC)c21,-4,-22,4&1,1.1,-9,i,2,10,-1.0,16
COCCNC(=O)CSCc1c(F)cccc1Cl,3,-6,-13,-0.4,-12,i,4,1,-4.9,-18
CS(=O)(=O)Nc1ccc(C(=O)NCCSCc2c(F)cccc2Cl)cc1,2,2,-11,0.8,2,i,2,5,-2.3,10
Cc1cnc(C)c(N2CCC(C(=O)NC(C)c3cccs3)CC2)n1 (configuration not stated),2,-2,8,-1.6,-1,i,1,8,-1.6,18
COc1ccc(/C=C2\C(=O)NC(=S)N2C(=O)c2ccc(C)cc2)cc1,-1,0,-5,nt,-33,-0.2,0,24,3.4,28
CN(CC(=O)Nc1ccc(F)cc1)C(=O)Cn1cnc2ccc(Cl)cc2c1=O,2,3,-7,-1.5,7,i,nt,-2,-0.9,nt
Cc1ccc(Cc2cnc(NC(=O)c3ccco3)s2)cc1,-1,2,-1,0.6,-16,-3.5,1,12,0.0,30
C=CC[C@H](CC(=O)N(CCO)Cc1ccccc1)C(=O)N[C@H](COC(=O)[C@@H](CC=C)Cc1ccc(F)cc1)Cc1ccccc1,1,-1,-1,-1.0,-15,-0.4,nt,-8,4.0,nt
CCC(=O)Nc1ccc(C(=O)CSc2nnc(-c3ccc(NS(C)(=O)=O)cc3)n2C)cc1OC,-3,-1,-15,-0.6,2,1.0,-1,5,-0.1,21
COc1cccc(CNc2cc(CSc3ccc(Cl)cc3)nc(C)n2)c1,9,4,-35,-1.5,-5,0.7,0,10,-4.2,16
O=C(CCl)N=c1sccn1Cc1ccc(Cl)cc1Cl,-1,-4,-6,nt,2,0.0,33*,-4,-0.1,20
COc1ccc2[nH]cc(S(=O)(=O)c3ccc(C(C)C)cc3)c(=O)c2c1,-6,17,9,nt,4,0.4,0,-3,1.8,10
COc1ccc(C(=O)NCC(c2ccco2)N2CCOCC2)cc1OC (configuration not stated),5,3,-5,-3.9,2,i,nt,12,0.7,nt
Cc1cc(NCc2ccccc2)nc(N2CCOCC2)n1,10,3,-1,-0.5,0,2.2,2,6,-2.2,-12
COc1cccc(N2CCN(C(=O)C3CCCN(c4ncnc5c4nc4n5CCCCC4)C3)CC2)c1 (configuration not stated),0,4,20,15,-9,-2.6,-1,3,-1.0,25
O=C(COC(=O)CNC(=O)C1CCCCC1)Nc1cc(C(F)(F)F)ccc1Cl,2,-5,-6,-1.6,0,-0.3,nt,0,-0.6,nt
COC(=O)C1C(O)=C(C=Nc2cccc3ccccc23)C(=O)CC1(C)C (configuration not stated),32*,-9,-8,nt,-8,-0.3,1,5,-1.0,8
Nc1nc(N)c(-c2cccc(C(F)(F)F)c2)c(Cc2cccc(C(F)(F)F)c2)n1,0,-1,-5,nt,nt,nt,nt,0,nt,nt
COc1ccc(NC(=O)CN(C)CC(=O)Nc2sc3c(c2C(N)=O)CCC3)cc1,1,-2,-6,3.7,1,-0.7,nt,11,1.4,nt
Cc1cc(C(=O)COc2cccc([N+](=O)[O-])c2)c(C)n1C1CC1,3,4,7,-0.4,6,i,nt,2,1.4,nt
Cc1nn(-c2ccccc2)c(=S)n1-c1ccccc1,3,10,-25,-3.0,13,6.1,-7,2,-0.2,7
N=C(c1cccc([N+](=O)[O-])c1)N1CCCCC1,6,3,1,nt,-4,i,-2,1,-1.1,0

# Full records from above.
# `Nc1nc(N)c(-c2cccc(C(F)(F)F)c2)c(Cc2cccc(C(F)(F)F)c2)n1` in the list: Mtb FBA inh: 0; MazEF act: -1; PriA SSB inh: -5; BioA inh: nt; Rv3671c protease: nt; Vc quorum ag: nt; 3CLpro inhibitor: nt; GDH-TPI counter: 0; Mtb UGM inh: nt; VHR inh abs: nt
# `COc1ccc(NC(=O)CN(C)CC(=O)Nc2sc3c(c2C(N)=O)CCC3)cc1` in the list: Mtb FBA inh: 1; MazEF act: -2; PriA SSB inh: -6; BioA inh: 3.7; Rv3671c protease: 1; Vc quorum ag: -0.7; 3CLpro inhibitor: nt; GDH-TPI counter: 11; Mtb UGM inh: 1.4; VHR inh abs: nt

# Additional results
compound,Mtb FBA inh,MazEF act,PriA SSB inh,BioA inh,Rv3671c protease,Vc quorum ag,3CLpro inhibitor,GDH-TPI counter,Mtb UGM inh,VHR inh abs
Cc1nn(Cc2ccccc2)c(C)c1NC(=O)c1cccs1,3,-22,-3,1.4,4,-0.4,-3,-3,-1.8,4
Cc1ccccc1Nc1nc(CSc2nnnn2-c2ccccc2)cs1,5,5,12,0.3,0,-0.2,6,4,4.5,-11
COCCNS(=O)(=O)c1ccc2c(c1)oc(=O)c1cc(S(=O)(=O)NCCOC)ccc12,nt,nt,nt,nt,10,nt,7,nt,1.0,1
CCN(CC)Cc1c(C)[nH]c2ccc(NC(C)=O)cc2c1=O,18,6,nt,-1.2,nt,-0.3,nt,19,nt,nt
CC(=O)c1ccc(Oc2ncnc3sccc23)c(CN2CCOCC2)c1,3,3,-7,18,-9,-0.4,1,19,1.3,13
CCO[C@@H]1OC(C(=O)N2CCOCC2)=C[C@H](C2CCCCC2)[C@H]1CCCO,2,1,-15,-0.1,8,0.9,-2,-7,-0.3,12
CCn1c(C)c(C2=CCN(S(=O)(=O)c3ccc(C)cc3)CC2)c2ccccc21,4,16,-2,-1.2,-57,-0.2,9,1,-3.9,-10
CC(=O)c1ccc(N2CCN(CC3CCCCC3)CC2)cc1,1,2,-3,4.5,-6,i,-2,15,-0.7,1
COc1ccc(S(N)(=O)=O)cc1C(=O)NCC(C)(C)N1CCCCC1,1,9,-4,-2.1,-8,-1.6,4,3,2.7,32
O=C(C1CC1)N(CCN(Cc1ccccc1)C(=O)C1CC1)Cc1ccccc1,-2,1,8,1.1,4,-1.2,-4,-6,-2.0,21
C[C@H](CO)N1C[C@H](C)[C@@H](CN(C)S(C)(=O)=O)Oc2ccc(NC(=O)C3CCCCC3)cc2C1=O,1,5,2,0.1&-0.5,4,0.4,nt,8,-2.3,nt
COc1ccc2[nH]c3c(c2c1)CCN1C(=O)N([C@@H](C)C(=O)NCc2ccccc2)C(=O)[C@]31C,0,1,7,-0.8,3,-0.5,-1,3,1.0,5
Fc1ccc(F)c(CN2CCN(c3ncccn3)CC2)c1,-2,8,-5,nt,-1,i,4,3,2.0,20
Cc1ccc(C)c(S(=O)(=O)N2CCN(CC(=O)Nc3ccc4c(c3)CCC4)CC2)c1,-1,10,6,-2.4,-11,-0.2,-3,1,-0.5,-4
CCn1cc(C(=O)NCCC(=O)NC(C)C)c(=O)c2cc3c(cc21)OCO3,6,7,-13,0.0,3,-8.3,-2,-3,-0.4,12
Cc1ccc(SCCN2CCN(Cc3ccccc3)CC2)cc1,-1,-3,2,-0.2,6,-0.6,5,13,0.2,19
O=C(OC1CCN(c2ncc(C(F)(F)F)cc2Cl)CC1)c1cccc(C(F)(F)F)c1,0,-8,-20,-2.7,-2,-0.2,-3,-2,-3.6,0
CCOC(=O)C1=C(CSc2nc3ccccc3s2)NC(=O)NC1c1ccc(OC)cc1 (configuration not stated),-1,-1,12,nt,-19,-14,5,8,3.4,-16
Cc1cc(OC(C)C(=O)N2CCN(c3ccccc3)CC2)c2c(C)c(C)c(=O)oc2c1 (configuration not stated),8,10,4,5.4,1,-0.3,-2,4,-0.6,8
CCC1CCCCN1C(=O)CSc1nnc(-c2ccc(OC)cc2)o1 (configuration not stated),2,3,-7,0.1,7,-0.2,-1,5,-3.0,16
Nc1ccc(NC(=O)Nc2ccc(N)cc2)cc1,2,-1,3,-0.4,nt,-0.1,3,-5,-4.9,20
Fc1ccccc1NC(=S)N1CCN(c2ccccn2)CC1,-2,5,3,0.2,-2,-8.7,-2,7,0.3,2
CCc1cc2c(s1)NC(=O)CN=C2c1cccs1,1,-5,-2,13,-9,-0.2,4,20,-0.6,-2
O=C(COC(=O)CNC(=O)c1ccccc1)NC1CCCCC1,2,0,-7,-2.0,-9,i,nt,7,-1.4,nt
C=CCOc1ccc(-c2nc3c(c(=O)[nH]c(=O)n3CCCC)n2C)cc1OC,7,-20,-3,0.2,9,-0.8,3,3,-0.2,22

# From PubChem
